# AMA1 RON2 block = qHTS for Inhibitors of AMA1-RON; Towards Development of Antimalarial Drug Lead: Primary Screen | Plasmodium falciparum AMA1 (3D7) - RON2 peptide interaction | AlphaScreen AMA1-biotinylated RON2 peptide binding | Potency, µM (top dose mostly 58.2 µM), for the others: at the highest dose activity change, negative = inhibition, actives largely listed as inhibitors | 360,000 compounds, 0.2% hits; active = well fitted inhibition curve with a large enough effect; inconclusive = small, poorly fitted or top-dose-only effect; inactive = no such curve, though single readings can be large or run the other way;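 also: potency is read from the fitted curve at half-maximal effect; 0% = vehicle wells and -100% = peptide control; nearly all actives have a fitted effect of over 45% in size; some results filed as inactive show a strong effect at the top dose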
#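 AMA1 (3D7) with his tag at 25 nM final met compounds first, then biotinylated RON2 peptide at 25 nM; detection used donor plus acceptor beads, 10 µg/mL apiece, read by AlphaScreen after 30 min at room temperature.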
# HCMV antiviral = qHTS Assay for inhibitors of the human cytomegalovirus (HCMV) | AID 1259415, 2018 | activity change, negative = inhibition, % at 57.5 µM | 410,000 compounds, 4.5% hits | HFF cells, HCMV-luciferase reporter, 72 h; stronger effect = lower value; in the data active = activity change below about -60%; inconclusive = no clear call, values can overlap the other calls; inactive = above about -39%
#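 Luciferase read-out from HCMV-luciferase-infected HFFs (MOI 1 PFU/cell) 72 h post infection at 37C; compounds added after 16 h cell attachment; activity normalized between buffer-only basal and Salinomycin (10uM) inhibitor controls.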
# An asterisk follows results filed as active; ? = inconclusive; [ ] = another dose, or the depositor's remark. Unless noted, % is scaled to controls: 0 for no effect and ±100 for the full control effect. An excerpt (hit frequency here may not be typical).
SMILES	AMA1 RON2 block	HCMV antiviral
O=C(NCCCN1CCOCC1)c1onc(CSc2ccccn2)c1C(=O)NCCCN1CCOCC1	8%	-37
Cc1ccc(-c2csc(NC(=O)c3cccc(C)c3)c2C(=O)O)cc1	9%	-21
CC(=O)c1ccc2c(c1)N(Cc1ccc3ccccc3c1)C(=O)C(C)S2 (stereo not given)	-26%	-2
C#CCN(C[C@@H]1[C@@H](OC(=O)NCc2ccccc2)[C@@H](OC(=O)NCc2ccccc2)Cn2c(=O)n(CCCCCC)c(=O)n21)S(=O)(=O)c1ccc(C)cc1	3%	4
CCOC(=O)C1CCCN1C(=O)C1(NC(C)=O)CCCC1 (stereo not given)	4%	3
CC(=O)C12OC(C)(C)OC1CC1C3CCC4=CC(=O)C=CC4(C)C3(F)C(O)CC12C (stereo not given)	4%	27
Cc1cccc(C)c1N1C(=O)c2ccccc2NC(=O)C1C(=O)NCCOc1ccccc1 (stereo not given)	1%	31
C[C@H](CO)N1C[C@H](C)[C@@H](CN(C)C(=O)Nc2ccnc(N3CCOCC3)c2)OCc2cnnn2CCCC1=O	11%	24

# (next part)
SMILES	AMA1 RON2 block	HCMV antiviral
Cc1ncc([N+](=O)[O-])n1S(=O)(=O)c1ccc2c(c1)OCCO2	-19%	-18
Cn1nc(C(C)(C)C)cc1C(=O)N1CCCCC1c1cc(C(=O)Nc2ccc(F)c(Cl)c2)no1 (stereo not given)	0%	?
O=C(CCNC(=O)c1ccc(Br)cc1)Nc1ncccc1O	-12%	102
Clc1cccc(-c2nc3c4ccccc4ccn3c2Cc2ccsc2)c1	69%[activator]	33
CCC1(CC)C(=O)NC(=O)N(c2ccccc2)C1=O	-3%	4
CCOC(=O)[C@]12Cc3cc(OC)ccc3[C@H]1N(Cc1ccccc1)C(=O)c1cc(F)c(F)cc12	-3%	-13
CCN(CC)C(=O)C1=C(C)N(Cc2ccc(F)cc2)C(=O)C(CC(=O)NCc2ccco2)C1 (stereo not given)	-3%	3
O=C(Nc1ccc2c(c1)OCCO2)C1c2ccccc2OCC(=O)N1Cc1ccccc1 (stereo not given)	11%	19

# More structures follow:
SMILES	AMA1 RON2 block	HCMV antiviral
COc1ccccc1C=Cc1ccnc2ccccc12	60%[activator]	46
CC(C)C[C@H]1COc2cccc(N3CCN(C)CC3)c2S(=O)(=O)N1	7%	-24
CC(C)(C)CN1C(N)=NC[C@@H]1c1ccccc1	2%	-18
CNC(=S)NN=C(C)CCCC(C)=NNC(=S)NC	67%[activator]	106
Cc1ccc(F)c(S(=O)(=O)NC(=O)C2(C)CCN2C(=O)c2ccco2)c1 (stereo not given)	-4%	4
COc1cc(C(=O)NN=Cc2ccc(N(C)C)cc2)cc(OC)c1OC	10%	-66*
CC(C)(C)C(=O)OCc1ccc(C2=CC(=O)CC(C)(C)C2=O)cc1	-21%	-13
O=C(NCCc1ccc(O)cc1)c1[nH]c(C(F)(F)F)nc1-c1ccccc1	-18%	-6

# (continued)
SMILES	AMA1 RON2 block	HCMV antiviral
COc1cccc(-c2cc(C(=O)Nc3ccc(N(C)C(C)=O)cc3)c3cc(Br)ccc3n2)c1	-6%	-97*
FC(F)(F)c1ccccc1Cc1c(-c2ccccc2)nc2ccc(Br)cn12	0%	20
CCCCNC(=O)C(NC(=O)c1ccccc1)C(=O)c1ccccc1 (stereo not given)	2%	-6
COC1=CC(=O)OC(C)(c2ccccc2)C1 (stereo not given)	-23%	20
Cn1cc(-c2csc(C(O)c3ccc(F)cc3)n2)cn1 (stereo not given)	-3%	-2
O=c1c2ccccc2c2ccccc2c(=O)n1Nc1ccccc1	2%	20
COc1cccc(-c2ccccc2C2=CC(=O)CC(C)(C)C2=O)c1	6%	11
Cc1ccc(S(=O)(=O)N2CCN(c3ncccn3)CC2)cc1C	8%	4

# Continuation:
SMILES	AMA1 RON2 block	HCMV antiviral
NC(=S)c1csc(CCNC(=O)c2ccccc2)n1	16%	-23
CC1(C(=O)NS(=O)(=O)c2ccc3ccccc3c2)CCN1C(=O)C1(c2ccc(Cl)cc2)CCC1 (stereo not given)	-5%	34
CN(NC(=O)C(=O)NCc1ccco1)C(=O)Nc1ccc(Cl)cc1	13%	16
CCOC(=O)NC1CCc2cc(OC)c(OC)c(OC)c2-c2ccc(OC)c(=O)cc21 (stereo not given)	19%	-79*
CC(=O)Nc1cccc(-c2ccnc3c2CC(C)(C(=O)Nc2ccc(C(C)C)cc2)O3)c1 (stereo not given)	-4%	-22
CC(C)c1ccc(C2OCC(C)([N+](=O)[O-])CO2)cc1 (stereo not given)	-3%	-2
COc1cc(CCN(C(=O)c2cc3ccccc3[nH]2)C(c2ccccn2)c2nc3ccccc3[nH]2)cc(OC)c1 (stereo not given)	71%[activator]	52
COc1ccc(-n2c(=O)c3c4c(sc3n3cnnc23)CC(C)CC4)cc1 (stereo not given)	2%	-24

# Further compounds
SMILES	AMA1 RON2 block	HCMV antiviral
O=S(=O)(Nc1ccc(O)c2ccccc12)c1ccc(OC(F)(F)F)cc1	-12%	-24
C[C@H]1CN([C@@H](C)CO)C(=O)CCCn2nncc2CO[C@@H]1CN(C)Cc1cccc(C(F)(F)F)c1	3%	-9
COc1ccc2c(c1O)-c1cccc3c1[C@@H](C2)N(C)CC3	-20%	11
CC(C)(C)OC(=O)N(Cc1ccccc1)Cc1cccc(OCc2cccc(NC(=O)c3ccccc3)c2)c1	-5%	-28
N#CC(c1ccc(N)cc1)C(CC(=O)c1ccccc1)c1ccccc1 (stereo not given)	-5%	11
OC(CSc1ccccc1)CN1CCN(c2ccc(Cl)cc2)CC1 (stereo not given)	-7%	2
CC(=O)Nc1c(Br)cc2c(c1Br)Cc1cc([N+](=O)[O-])ccc1-2	-3%	50
O=C(Oc1ccc(Br)cc1C(=O)/C=C/c1ccccc1F)c1ccco1	-28%	-78*

# New compounds follow:
smiles | AMA1 RON2 block | HCMV antiviral
C[C@@H]1CN([C@@H](C)CO)C(=O)CCCn2nncc2CO[C@@H]1CN(C)S(=O)(=O)c1ccc(F)cc1 | -2% | 27
CC(=O)OC[C@@H]1CN(Cc2ccccc2)C[C@H](n2cnc3c(N4CCN(c5ccccc5)CC4)ncnc32)O1 | ? | -10
C=CCOC(=O)Nc1nc(CCNC(=O)OC(C)(C)C)c(C(=O)OC)s1 | -1% | -22
CC1CCN(c2nc3c(c(=O)[nH]c(=O)n3C)n2CCSc2ncccn2)CC1 | 7% | 2
Cc1cc(C)cc(Cn2cc(CN3CC(N(C)C)CS3(=O)=O)nn2)c1 (stereo not given) | 13% | 33
CC(C)c1cccc(-c2csc(C(C)(O)c3ccc(F)c(F)c3)n2)c1 (stereo not given) | 23% | -77*
CC(=O)N(Cc1ccccc1)C(CC(=O)NCc1ccccc1)C(=O)O (stereo not given) | -11% | -37
CC(C)(CNC(=O)c1cccc(S(=O)(=O)N2CCCCC2)c1)N1CCOCC1 | 11% | -4
Cc1ccc(S(=O)(=O)N2[C@H](c3cccc(Cl)c3)CC(=O)[C@@H]3CN(S(=O)(=O)c4ccccc4C)[C@H](c4ccc(Cl)cc4)C[C@@H]32)cc1 | -4% | -83*
CC1=C(C(=O)N2CCOCC2)CC(CC(=O)NC2CCCCC2)C(=O)N1CCCN1CCCC1=O (stereo not given) | 3% | -11
CC(C)C1C(=O)N(Cc2cn(CCC3OCCO3)nn2)CCS(=O)(=O)N1Cc1ccc(-c2cccc(CO)c2)cc1 (stereo not given) | 5% | 20
Cc1ccccc1Cn1nnc2c1C(=O)c1ccccc1C2=O | -4% | 80

# More results follow.
smiles | AMA1 RON2 block | HCMV antiviral
CC(C)C(=O)N1CCCC1(C)C(=O)Nc1ccc(-n2cncn2)cc1 (stereo not given) | 0% | 12
CC(C)CNC(=O)C1(C)CCCCCN1C(=O)c1cc2ccccc2s1 (stereo not given) | 0% | -3
COc1cc(OC)cc(C2=Cc3ccccc3C(CC(=O)c3ccco3)N2c2ccc(-c3cnc(OC)nc3)cc2)c1 (stereo not given) | -12% | 19
CCOC(=O)C1=CCN(S(=O)(=O)c2ccccc2)C1c1ccc(C)cc1 (stereo not given) | 16% | -5
COc1ccc(NC(=O)C2(C)Cc3c(-c4ccc5c(c4)OCO5)ccnc3O2)cn1 (stereo not given) | -9% | ?
O=C(N=Nc1c(O)[nH]c2ccc(Br)cc12)c1ccco1 | -1% | 2
O=C(NCCN1CCC(n2c(=O)[nH]c3ccccc32)CC1)c1ccc(Cl)cc1 | 2% | -15
Cc1cccc(NC(=O)Nc2nnc([C@@H]3C[C@H](O)[C@@H](CO)O3)s2)c1 | 9% | 25
CCN1C(=O)[C@H]2[C@@H](c3ccc(C(F)(F)F)cc3)N[C@]3(CCCN(Cc4ccc(C(F)(F)F)cc4)C3=O)[C@H]2C1=O | -14% | 8
CN(C)CCN(Cc1ccco1)c1ccccn1 | -2% | -2
CCCOC(=O)c1ccc(NC(=O)COC(=O)C2CCN(c3ccc(C(F)(F)F)cn3)CC2)cc1 | 15% | 62
CC1C(=O)N(Cc2cn(CCC3OCCO3)nn2)CCS(=O)(=O)N1Cc1ccc(-c2ccccc2)cc1 (stereo not given) | -5% | -4

# Further compounds:
smiles | AMA1 RON2 block | HCMV antiviral
O=C1CC2(CCCC2)Oc2ccc(F)cc21 | 4% | -2
Cc1ccc(C(=O)Nc2ccc(S(=O)(=O)N3CCOCC3)cc2)cc1Br | -12% | 26
CC(=O)N(CCOc1ccccc1)CCOc1ccccc1 | -8% | 30
COc1cc(NC(=O)c2cccc3c(-c4cnn(C)c4)coc23)cc(OC)c1OC | 0% | -4
CNc1cccnc1C=NNC(N)=S | -2% | -99*
C#CCNC(=O)c1ccc2sc([C@H]3C[C@H](O)[C@@H](CO)O3)nc2c1 | 4% | 3
CC1(C(=O)NCc2ccccc2)CN(S(C)(=O)=O)CC(=O)N1Cc1cccs1 (stereo not given) | 0% | -2
CC(C)(NC(=O)N1CCOCC1)c1cccc(C(C)(C)NC(=O)N2CCOCC2)c1 | -8% | 46
C[C@H](CO)N1C[C@H](C)[C@H](CN(C)Cc2cccc(F)c2)Oc2ncc(Br)cc2C1=O | -5% | 2
CC(C)CNC(=O)C1(C)CCCN1Cc1ccc(OC(F)(F)F)cc1 (stereo not given) | 1% | -8
CCCCN1C[C@H](c2ccc(OC)cc2)[C@@H](CC(=O)Nc2ccc(OC)cc2)C1=O | -4% | -5
NC1=NC(=O)C(c2ccccc2)C(=O)N1 (stereo not given) | -7% | 32

# Other compounds:
smiles | AMA1 RON2 block | HCMV antiviral
Cc1ccccc1S(=O)(=O)NC(=O)C1(C)CCN1C(=O)C1(c2ccc(Cl)cc2)CC1 (stereo not given) | -1% | -28
COC(=O)[C@]12CCCCC=C1N(Cc1ccccc1)C(=O)[C@H](CC(=O)N1CCSCC1)C2 | -5% | -5
NC(=O)c1cccc(-c2ccnc3c2CC(C(=O)Nc2ccc(Cl)cc2)O3)c1 (stereo not given) | -4% | -14
CCCC1(CCO)C(=O)NC(=S)NC1=O | -3% | -21
O=C(OCC(=O)N(CCc1ccccc1)Cc1ccccc1)c1ccc(F)c(S(=O)(=O)N2CCOCC2)c1 | 0% | ?
CCN1CCN(c2sc(S(=O)(=O)CC)nc2S(=O)(=O)c2ccc(C)cc2)CC1 | -6% | -72*
Oc1cccnc1CN1CCCCC1 | 16% | -22
CCCNC(=O)C1(C)CCCN(C/C=C/c2ccccc2)C1 (stereo not given) | -6% | -30
N#CC(CCc1ccc([N+](=O)[O-])cc1)(CCc1ccc([N+](=O)[O-])cc1)C(N)=O | -7% | ?
CC(C)C[C@H]1CN(CCCC[C@H]2CNC(=O)C(=O)N2CCC2CCCCC2)C(=O)C(=O)N1CC1CCCCC1 | -6% | 24
CC(=O)c1ccc(OCc2nnn(CC(=O)O)c2-c2ccccc2)cc1 | 0% | -1
CC1(C(=O)Nc2cccc3ccccc23)CCN1C(=O)Cc1ccccc1Cl (stereo not given) | 1% | -12

# Further entries:
smiles | AMA1 RON2 block | HCMV antiviral
Cc1nc(C)c(-c2csc(Nc3ccc(Cl)cn3)n2)s1 | -11% | -26
CC(C)n1c(=O)c2ccccc2n1Cc1cn(-c2ccccc2)nn1 | 10% | 8
CC1=C(C(=O)N(C)C)CC(CC(=O)NCCCN(C)C)C(=O)N1Cc1ccc(C(C)(C)C)cc1 (stereo not given) | 2% | -35
COc1ccc(S(=O)(=O)N2CCCCCC2)cc1NC(=O)Cc1cccc(C(F)(F)F)c1 | -1% | -26
Cc1ccc(CNC(=O)c2ccc3c(c2)S(=O)(=O)c2ccccc2C3=O)cc1 | -8% | ?
C=CCn1c(SCC(=O)Nc2cc(C)on2)nnc1-c1ccncc1 | 2% | 16
COC[C@H](NS(=O)(=O)c1ccc(Br)cc1F)[C@@H](O)c1ccccc1 | 8% | 9

# High-throughput results as filed in PubChem BioAssay.
